Source: PubChem BioAssay (several laboratories)
C-LANA FP: inhibitors of KSHV LANA C-terminal domain DNA binding; inhibition, % at 9 µM; hit rate 0.078% among 340,000; AID 504423; MBP-C-LANA/FAM-LBS DNA binding, fluorescence polarization;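 active = highest replicate inhibition at or above 60% at 9 µM, even if other replicates fall short; inactive = all replicates below 60% inhibition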;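 note: 0% = neutral control wells and 100% = 4 µM acridine orange control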
dFosB act: activators of mouse delta FosB homodimer; P13346; purified delta FosB, TAMRA-CDK5 oligo fluorescence polarization; percent of positive-control signal above neutral wells; activation, % at 25 µM; hit rate 0.99% among 340,000; AID 493131;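 active = mean activation above about 17%, with every replicate also reaching it, limit read from the data, passing the limit was not always enough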;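 note: fluorescence polarization rise as delta FosB binds a TAMRA Cdk5 AP-1 oligo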
SUMO Mot1 rescue: blocks SUMOylation pathway, rescuing yeast Mot1-301 growth; S. cerevisiae Mot1-301 growth rescue, ATP luminescence, 38.5C; percent above DMSO median, 100 means doubled; growth rescue, % at 18.8 µM; hit rate 1% among 320,000; AID 2716;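 active = every valid replicate shows activation above 250% relative to neutral control wells; inactive = the rest, any valid replicate at or below 250%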;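 note: OY570 slx delta 5 strain wells were the positive control but not used for scaling; some compounds called inactive have numbers as strong as hits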
CDK5 p35 inh: inhibitors of human CDK5/p35 kinase; Q00535+Q15078; Recombinant CDK5/p35, ADP-Glo luminescence, 60 min; inhibition, % at 10 µM; hit rate 0.01% among 330,000; AID 488839;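 active = highest replicate inhibition of at least 50% and at least 75% of replicates reaching 50%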;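 note: plate controls were DMSO neutral control for no effect and GW8510 at 10 µM for full effect; many of its hits are not listed in these tables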
RTF Ca sens inh: cardiac RTF calcium desensitization. P19429+P45379. IANBD-labeled cardiac RTF, Ca2+ fluorescence. inhibition, % at 7.15 µM. hit rate 0.12% among 340,000;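 active = inhibition above the mean inhibition of all tested compounds plus 3 SD, cut at about 17% in these data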;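 note: assay run at fixed EC70 calcium of 1.6 mM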
PfHsp90 set2: growth inhibition of yeast expressing Plasmodium Hsp90; S. cerevisiae expressing PfHsp90, BacTiter-Glo ATP, 48 h; yeast lacking PDR1 and PDR3 efflux regulators; inhibition, % at 9.4 µM; hit rate 0.32% among 310,000; AID 504621;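 active = every replicate shows inhibition above about 80%, whatever the replicate mean, limit read from the data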;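 note: 0% = DMSO neutral controls and 100% = 20 µM radicicol positive controls; yeast relying on Plasmodium falciparum Hsp90 in place of its own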
Keap1-Nrf2 PPI: inhibitors of human Keap1-Nrf2 protein-protein interaction | Q14145 | Keap1 Kelch-Nrf2 peptide fluorescence polarization, 1536-well | inhibition, % at 9.4 µM | hit rate 0.15% among 340,000; in the data active = inhibition above about 12%;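 note: human Keap1 Kelch domain with fluorescein labeled Nrf2 9mer peptide probe; 0% = neutral control wells and 100% = peptide positive control; higher means more block of Keap1 binding to Nrf2 peptide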
PvdQ acylase: blocks Pseudomonas aeruginosa PvdQ acylase activity. purified PvdQ acylase, fluorescence plate reader. inhibition, % at 10 µM. hit rate 0.063% among 340,000. AID 488965; in the data active = inhibition above about 30%, passing the limit was not always enough;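 note: 0% = vehicle neutral wells and 100% = reference inhibitor wells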
cardiac RTF act: cardiac RTF calcium sensitization; P19429+P45379; IANBD-labeled TnC RTF fluorescence at EC20 calcium; 0% EC20 calcium, 100% full calcium; hit rate 0.24% among 340,000; activation, % at 7.2 µM;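 active = activation above the mean over all tested compounds plus 3 SD, cut at about 30% in these data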;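 note: rise in fluorescence read as greater calcium sensitivity of cardiac thin filaments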
Rtt109 HAT inh: blocks Candida albicans Rtt109/Vps75 acetyltransferase activity | purified Rtt109/Vps75, ThioGlo CoA-SH fluorescence, 4 h | inhibition, % at 34.9 µM | hit rate 0.16% among 330,000 | AID 540336;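 active = inhibition of at least 50% in every replicate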
NSD2 inh: NSD2 (human) methyltransferase inhibition. O96028. NSD2 peptide methylation, AlphaScreen, 120 min. inhibition, % at 12.5 µM. hit rate 0.54% among 310,000. AID 743445; in the data active = inhibition above about 50%
Target sequence (O96028 whole entry, looked up): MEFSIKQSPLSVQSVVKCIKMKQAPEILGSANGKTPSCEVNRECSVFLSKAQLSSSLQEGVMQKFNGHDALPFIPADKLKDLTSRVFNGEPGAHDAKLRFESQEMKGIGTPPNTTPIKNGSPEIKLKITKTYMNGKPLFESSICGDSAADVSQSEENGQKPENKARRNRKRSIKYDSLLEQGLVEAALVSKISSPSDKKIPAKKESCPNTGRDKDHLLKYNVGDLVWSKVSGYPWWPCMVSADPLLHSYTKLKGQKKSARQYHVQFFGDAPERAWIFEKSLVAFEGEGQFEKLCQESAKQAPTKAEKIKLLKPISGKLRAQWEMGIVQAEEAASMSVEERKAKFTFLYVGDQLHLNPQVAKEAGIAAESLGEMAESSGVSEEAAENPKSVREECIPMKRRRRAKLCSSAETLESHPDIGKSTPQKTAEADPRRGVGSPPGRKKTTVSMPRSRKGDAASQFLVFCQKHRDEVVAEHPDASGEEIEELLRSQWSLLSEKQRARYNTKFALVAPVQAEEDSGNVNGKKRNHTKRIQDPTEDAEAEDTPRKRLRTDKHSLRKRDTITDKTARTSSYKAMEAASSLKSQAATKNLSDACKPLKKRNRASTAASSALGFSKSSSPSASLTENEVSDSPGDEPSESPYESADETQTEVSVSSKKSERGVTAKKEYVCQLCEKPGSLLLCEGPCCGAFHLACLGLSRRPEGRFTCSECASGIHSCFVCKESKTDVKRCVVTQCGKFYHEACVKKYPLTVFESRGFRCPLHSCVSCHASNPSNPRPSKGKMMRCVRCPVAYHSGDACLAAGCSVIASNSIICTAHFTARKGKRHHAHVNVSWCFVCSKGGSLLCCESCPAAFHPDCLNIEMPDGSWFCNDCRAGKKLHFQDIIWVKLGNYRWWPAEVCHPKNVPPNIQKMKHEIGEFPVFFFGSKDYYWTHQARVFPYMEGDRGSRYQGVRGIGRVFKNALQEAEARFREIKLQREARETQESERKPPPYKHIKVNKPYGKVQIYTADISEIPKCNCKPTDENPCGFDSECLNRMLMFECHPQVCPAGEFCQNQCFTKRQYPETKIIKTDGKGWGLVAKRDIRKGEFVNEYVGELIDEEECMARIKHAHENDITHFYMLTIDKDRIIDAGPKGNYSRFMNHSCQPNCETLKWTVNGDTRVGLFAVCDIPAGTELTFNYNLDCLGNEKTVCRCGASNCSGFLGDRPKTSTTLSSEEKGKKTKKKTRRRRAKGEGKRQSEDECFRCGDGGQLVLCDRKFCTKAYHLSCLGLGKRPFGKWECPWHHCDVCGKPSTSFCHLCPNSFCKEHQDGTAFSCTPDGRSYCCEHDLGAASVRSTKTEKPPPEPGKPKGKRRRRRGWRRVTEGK
Active calls of the source: *; x = no result given.

SMILES | C-LANA FP | dFosB act | SUMO Mot1 rescue | CDK5 p35 inh | RTF Ca sens inh | PfHsp90 set2 | Keap1-Nrf2 PPI | PvdQ acylase | cardiac RTF act | Rtt109 HAT inh | NSD2 inh
O=S(=O)(/N=C(/Sc1ccccc1)c1ccccc1)c1ccccc1 | 0.2 | -7 | 194 | -1.1 | -4 | -5 | 0 | 6 | -2 | -3 | 0
CCN(CC)C(=O)N1CCN(C(=O)N(CC)CC)CC1 | -0.2 | 2 | -20 | -0.2 | -1 | 3 | 0 | -14 | 5 | 8 | -1
O=C(NCC1CCCO1)C1CCC(N2C(=O)c3ccccc3C2=O)CC1 (configuration not stated) | -0.8 | -4 | -9 | -0.1 | -24 | 13 | -6 | 1 | -4 | 5 | -2
COC(=O)c1ccc(CS(=O)(=O)c2ccc(C)cc2)cc1 | -0.2 | 6 | -10 | 1.2 | -9 | 27 | 1 | -17 | 1 | -5 | -1
Cc1ccc2c(c1)CCCN2C(=O)c1cc(C)on1 | -1.3 | 0 | 24 | 0.4 | 1 | 14 | 2 | 14 | -1 | -7 | -1
COC(=O)c1cc(-c2cccc([N+](=O)[O-])c2)c2c(=O)n(C)c(=O)n(C)c2n1 | 0.7 | 1 | -27 | -0.1 | 1 | 6 | 2 | -5 | -4 | 0 | -3
CC1(C)CC(C)(c2ccc(O)cc2O)N(c2cccc(Cl)c2)C(=S)N1 (configuration not stated) | -0.2 | 0 | 0 | -0.7 | 1 | 14 | -5 | -15 | 9 | -1 | 9
CCN(Cc1ccc2c(c1)OCCO2)C(=O)CN1C(=O)NC2(CCc3ccccc32)C1=O (configuration not stated) | 1.2 | -4 | 3 | 0.6 | -10 | 27 | -7 | -13 | -5 | 3 | 1
O=C(CN1C(=O)NC2(CCCCCCC2)C1=O)Nc1ccc(OC(F)F)cc1 | 2.3 | -3 | 21 | -0.4 | -8 | -6 | -7 | -10 | -2 | 3 | 18
NC(=O)c1nsc(C(=O)N(c2ccccc2)C(C(=O)NCc2ccc(F)cc2)c2ccc(O)cc2)c1N (configuration not stated) | 2.0 | 44* | -1 | 0.4 | -11 | -21 | 2 | -13 | -6 | -17 | -10
O=C(NCCC(=O)N1CCCCCCC1)c1ccc(Cl)cc1 | 1.6 | -2 | -16 | 1.5 | -1 | x | -5 | -12 | 3 | -4 | -2
CC(=O)c1cccc(N=c2scc(-c3ccc(S(=O)(=O)N4CCOCC4)cc3)n2CCO)c1 | -0.2 | -7 | 11 | 0.4 | 11 | 10 | 2 | -4 | -2 | 8 | x
CCC(=O)Nc1ccc(Cl)c(NC(=S)NC(C)=O)c1 | -1.3 | -5 | 0 | 2.5 | -3 | -15 | -7 | -6 | -4 | -3 | 0
O=C(c1cc(-c2cccc(Br)c2)nc2ccccc12)N1CCCC1 | -0.1 | -12 | -26 | 1.2 | -4 | -23 | 1 | -6 | -4 | 5 | -1
CCn1ccnc1[C@@H]1C[C@H]2CN(c3ccccc3OC)C(=O)[C@]23CCCN13 | -0.9 | -1 | 28 | 2.7 | -4 | -11 | -4 | -6 | -2 | -7 | -2
O=C(O)/C(=C\c1ccc(F)cc1)c1ccc(-c2ccccc2)cc1 | 0.6 | -5 | -11 | 0.3 | 8 | -23 | 1 | -9 | 1 | 5 | -7
CCc1ccccc1NC(=S)NCc1ccc2c(c1)OCO2 | -1.9 | -2 | 2 | 2.2 | -2 | x | -2 | -13 | -1 | 22 | 1
CCCCNC(=S)N(C)/N=C/c1c(F)cccc1F | 5.2 | -1 | -10 | 0.1 | 4 | 4 | -2 | -3 | 2 | 7 | -1
Cc1ccc(C2=C/C(=C\c3cccnc3)C(=O)O2)cc1 | 0.7 | -1 | 87 | 0.0 | -9 | 2 | 0 | -4 | -1 | -6 | -2
CC(C)(C)NC(=O)CN(C(=O)CS(=O)CC(=O)Nc1ccc(F)cc1)c1cccc(F)c1 (configuration not stated) | 0.8 | -2 | 2 | -0.4 | -9 | -29 | -2 | -6 | 2 | -6 | -4
NCC(O)CN(c1ccccc1)c1ccccc1 (configuration not stated) | 1.5 | -1 | 380 | -3.0 | 2 | 2 | -4 | 6 | -2 | 6 | -3
Cc1cccc(NC(=S)/N=C(\N)Nc2nc(C)c3ccc(C)cc3n2)c1 | 0.4 | 3 | 10 | 0.6 | 0 | -27 | -4 | -10 | 8 | -3 | 3
CC(C)(C)CN1CCN(Cc2nc(-c3ccc(F)cc3)cs2)CC1CCO (configuration not stated) | 0.0 | -12 | 264 | 0.8 | -7 | 27 | -4 | -12 | 8 | 1 | 2
CC(C)[C@H]1CC[C@@H](C)C(C(=O)c2ccccc2)C1=O (some centres not stated) | -1.7 | 1 | 50 | 1.3 | -8 | -7 | 2 | -8 | -2 | -6 | -2
c1ccc2c(c1)oc1c(NCCCn3ccnc3)ncnc12 | -1.9 | -20 | -1 | 2.0 | -13 | -12 | -3 | -11 | 4 | -1 | 0

A different layout for some results above.
Values run as follows: C-LANA FP	dFosB act	SUMO Mot1 rescue	CDK5 p35 inh	RTF Ca sens inh	PfHsp90 set2	Keap1-Nrf2 PPI	PvdQ acylase	cardiac RTF act	Rtt109 HAT inh	NSD2 inh
CCc1ccccc1NC(=S)NCc1ccc2c(c1)OCO2
 : -1.9	-2	2	2.2	-2	x	-2	-13	-1	22	1
CCCCNC(=S)N(C)/N=C/c1c(F)cccc1F
 : 5.2	-1	-10	0.1	4	4	-2	-3	2	7	-1

(further entries)
SMILES | C-LANA FP | dFosB act | SUMO Mot1 rescue | CDK5 p35 inh | RTF Ca sens inh | PfHsp90 set2 | Keap1-Nrf2 PPI | PvdQ acylase | cardiac RTF act | Rtt109 HAT inh | NSD2 inh
CCOC(=O)Cc1c(C)nc2c(-c3ccccc3OC)c(C)nn2c1C | -1.9 | -7 | 0 | -1.8 | -11 | -18 | -4 | -26 | -4 | -1 | x
Cc1cccc(NC(=O)CNC(=O)CN2C(=O)NC3(CCCCC3C)C2=O)c1C (configuration not stated) | 0.4 | 5 | 5 | 1.7 | -4 | 13 | 1 | -5 | 2 | 5 | -2
O=[N+]([O-])c1ccc(S(=O)(=O)Nc2cccc(-c3ccc(N4CCCC4)nn3)c2)cc1 | 0.6 | -1 | -1 | -2.1 | -6 | x | -1 | -12 | -1 | -2 | 2
c1ccc(-c2nnc3n2CCCC3)cc1 | 0.7 | -4 | -7 | -1.9 | -2 | x | 2 | -7 | 4 | -9 | -2
COc1ccc(NC(=O)/C(=C\c2ccc(F)cc2)NC(=O)c2ccco2)cc1 | 1.8 | 7 | 13 | 0.5 | -14 | 16 | -2 | -4 | -1 | -5 | 0
COc1ccc(CCNC(=O)CCN2C(=O)[C@@H]3Cc4ccccc4CN3C2=O)cc1 | -1.4 | -7 | 11 | -0.7 | -8 | -12 | 3 | -4 | 3 | 0 | 12
Cc1cccc(OCC(=O)Nc2ccc(C(=O)O)cc2NC(=O)COc2cccc(C)c2)c1 | -1.1 | 3 | 11 | -3.1 | 1 | -7 | 3 | 4 | -7 | 8 | 1
COc1ccc(Br)cc1/C=N/NC(=O)CN1CCCCC1 | -0.8 | -12 | -10 | 0.8 | -11 | -20 | -3 | -2 | 4 | 4 | 6
CCn1cc(C2=NC(C)CO2)c2ccccc21 (configuration not stated) | 0.7 | -8 | -5 | 0.0 | -6 | x | -4 | 8 | -2 | -1 | 3
CCN1c2ccccc2-c2nc3ccccc3n2C1c1ccncc1 (configuration not stated) | 1.5 | -7 | 37 | 0.6 | -8 | -3 | 1 | -16 | 6 | -6 | -8
O=C(c1cn(-c2ccccc2)nc1-c1ccncc1)n1nnc2ccccc21 | 1.0 | 5 | 311 | 1.4 | -10 | -15 | 4 | 2 | -3 | -10 | -2
NC(CSC12CC3CC(CC(C3)C1)C2)C(=O)O (configuration not stated) | 2.1 | -3 | -9 | 0.9 | -16 | -8 | -2 | -16 | -1 | -2 | 0
CCOC(=O)C1CCCN(C(=O)c2cn(CC(C)C)c(=O)c3cc(OC)c(OC)cc23)C1 (configuration not stated) | -1.7 | -1 | 5 | -1.4 | -3 | x | 1 | -11 | 7 | 8 | 0
Nc1ncnc2c1ncn2C1CCCC1 | -3.0 | -3 | 9 | 4.8 | -3 | 11 | 0 | -4 | -1 | -5 | x
COc1ccc(S(=O)(=O)Cc2ccc(C(=O)N3CCN(c4cccc(C)c4)C(C)C3)o2)cc1 (configuration not stated) | 0.9 | -4 | -2 | -0.1 | 5 | -5 | -4 | -3 | 5 | -10 | x
CC1=C/C(=C/N(C)c2ccccc2)C(=O)S1 | 5.3 | -5 | -4 | -1.0 | -16 | 32 | -6 | -9 | -2 | -7 | -1
COCCNC(=O)Cn1cc2c(n1)CCCCC2 | -0.8 | 4 | -11 | 1.0 | -1 | -25 | -1 | -11 | 0 | 1 | x
CCCc1ccc(OCc2ccc(C(=O)NN)o2)c(OC)c1 | 1.6 | 0 | 135 | -0.3 | 3 | -3 | -1 | 3 | 16 | -5 | 0
O=C(Nc1cccc(S(=O)(=O)NC2=NCCC2)c1)C1CCC1 | 1.5 | 5 | 17 | -0.3 | 1 | -24 | 0 | -8 | -2 | -9 | 2
O=C(COC(=O)/C=C/c1ccccc1Cl)NCCNC(=O)COC(=O)/C=C/c1ccccc1Cl | -1.2 | 4 | 238 | -0.9 | -4 | -4 | -11 | -14 | -1 | -2 | 1
O=C(NCc1ccccc1)c1ccc(Oc2ccc(C(=O)NCc3ccccc3)cc2)cc1 | 1.9 | 15 | 19 | -0.8 | 1 | 7 | -2 | 1 | 3 | -6 | -1
CCC(C)c1ccccc1N1CC(C(=O)N2CCN(S(=O)(=O)c3ccc(F)cc3)CC2)CC1=O (configuration not stated) | 0.1 | -7 | -19 | 0.7 | -3 | 7 | -4 | 14 | -2 | 11 | 5
Cn1cc(CN2CCC(n3nccc3NC(=O)CCCc3ccccc3)CC2)cn1 | -1.1 | -11 | 1 | 0.2 | -6 | 14 | -3 | -17 | 1 | -4 | -1
COc1ccc(OC)c(C2=NOC(C(=O)N3CCN(c4ccccc4)CC3)C2)c1 (configuration not stated) | -0.6 | -16 | 16 | -0.3 | -4 | 1 | -1 | -9 | -1 | 1 | x
CCOc1ccc(CN(C)CCc2ccccn2)cc1 | -0.4 | 1 | 11 | 4.1 | 6 | 10 | 1 | -5 | -3 | 6 | 3
CSc1cccc(NC(=O)C(C)NS(=O)(=O)c2ccc(F)cc2)c1 (configuration not stated) | -0.2 | -5 | -16 | 0.0 | -7 | 5 | 1 | -3 | -1 | -7 | -2
COc1cc(/C=N/N2C(=O)c3ccccc3C2=O)ccc1O | -1.9 | 0 | -18 | 0.8 | 2 | -6 | 4 | -7 | 1 | -1 | -4
O=S(=O)(/C=C/c1ccccc1)Nc1ccc2c(c1)OCO2 | 0.3 | -5 | 3 | 0.6 | -8 | -21 | 0 | -14 | -1 | -2 | 4

Limited to RTF Ca sens inh and C-LANA FP, for some of the entries so far:
Structure	RTF Ca sens inh	C-LANA FP
O=C(Nc1cccc(S(=O)(=O)NC2=NCCC2)c1)C1CCC1	1	1.5
COc1ccc(OC)c(C2=NOC(C(=O)N3CCN(c4ccccc4)CC3)C2)c1 (configuration not stated)	-4	-0.6
c1ccc(-c2nnc3n2CCCC3)cc1	-2	0.7
